CR mimetic SO: yeast age-related superoxide inhibition as caloric restriction mimetic. S. cerevisiae aged cells, superoxide DHE fluorescence; stronger effect = lower value. superoxide response (% of plate mean), % at 10 µM. 330,000 tested, 0.18% active;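 active = superoxide response under a set limit, about three screen SD below normal, cut at about 65% in these data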;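 note: yeast aged for seven days with compound at 30 °C before DHE staining; 100% = average MFI of all compound-treated wells on the plate with controls excluded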
MEP2-GFP yeast: alters MEP2-GFP fluorescence in TOR pathway yeast screen; S. cerevisiae MEP2-GFP strain, flow cytometry GFP, 3 h; 100% = DMSO control level; GFP response vs DMSO, % at 10 µM; 330,000 tested, 0.51% active;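 active = GFP response versus DMSO above a set limit, roughly screen mean plus 3 SD, cut at about 180% in these data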;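 note: median GFP fluorescence of the barcode-gated MEP2-GFP cells per well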
Efflux pump mplx: inhibitors of Candida antifungal efflux pumps expressed in yeast. S. cerevisiae Candida pump triplex, Nile Red efflux. inhibition, % at 10 µM. 330,000 tested, 0.44% active;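 active = plate passing quality check with inhibition over a set limit, or well fluorescence over plate mean plus 4 SD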;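 note: Nile Red retained in pooled yeast measured as flow cytometry median fluorescence; 0% = buffer negative control and 100% = Enniatin B positive control; higher means more Nile Red kept so more efflux inhibition; some compounds called inactive have numbers as strong as hits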
CIT2-GFP yeast: yeast TOR pathway CIT2-GFP modulation; AID 2029; GFP response vs DMSO, % at 10 µM; S. cerevisiae CIT2-GFP strain, flow cytometry, 3 h; 100 means same as DMSO wells; 320,000 tested, 0.065% active;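 active = GFP response relative to DMSO above a set limit, near the screen mean plus 3 SD, cut at about 150% in these data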;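 note: ratio of well median GFP fluorescence to mean of DMSO wells on the plate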
AHR act: human AHR activation | P35869 | 320,000 tested, 2.5% active | activation, % at 5 µM | AHR-responsive luciferase reporter cells, luminescence; in the data active = activation above about 47%;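 note: 0% = vehicle wells and 100% = reference agonist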
Target sequence (P35869 whole entry, looked up): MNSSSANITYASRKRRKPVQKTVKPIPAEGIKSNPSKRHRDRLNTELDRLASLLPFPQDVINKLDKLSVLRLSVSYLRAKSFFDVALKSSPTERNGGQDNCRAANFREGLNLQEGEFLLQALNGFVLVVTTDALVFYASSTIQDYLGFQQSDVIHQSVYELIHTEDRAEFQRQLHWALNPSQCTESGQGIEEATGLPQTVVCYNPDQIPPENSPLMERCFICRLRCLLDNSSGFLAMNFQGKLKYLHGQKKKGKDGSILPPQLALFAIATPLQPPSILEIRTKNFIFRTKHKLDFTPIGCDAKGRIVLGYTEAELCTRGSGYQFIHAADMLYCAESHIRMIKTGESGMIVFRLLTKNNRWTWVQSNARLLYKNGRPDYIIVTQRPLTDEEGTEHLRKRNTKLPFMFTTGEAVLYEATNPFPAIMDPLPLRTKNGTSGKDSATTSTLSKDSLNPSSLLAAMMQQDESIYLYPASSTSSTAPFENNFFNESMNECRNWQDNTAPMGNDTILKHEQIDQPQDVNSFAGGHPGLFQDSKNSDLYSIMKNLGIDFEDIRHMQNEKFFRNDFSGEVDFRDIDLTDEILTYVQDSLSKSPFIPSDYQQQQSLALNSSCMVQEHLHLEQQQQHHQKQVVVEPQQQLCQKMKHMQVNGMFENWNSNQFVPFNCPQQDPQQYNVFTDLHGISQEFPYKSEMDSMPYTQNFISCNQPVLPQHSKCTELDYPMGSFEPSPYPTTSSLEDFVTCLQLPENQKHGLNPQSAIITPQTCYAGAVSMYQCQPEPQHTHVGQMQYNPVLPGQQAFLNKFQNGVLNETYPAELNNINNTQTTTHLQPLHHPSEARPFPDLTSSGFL
AGP1-GFP MLPCN: alters AGP1-GFP fluorescence in TOR pathway yeast screen; S. cerevisiae AGP1-GFP multiplex flow cytometry, 3 h; GFP as percent of DMSO wells; GFP response vs DMSO, % at 10 µM; 320,000 tested, 0.02% active; AID 2066;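 active = GFP response relative to DMSO above a set limit, near screen average plus 3 SD, cut at about 150% in these data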;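 note: median GFP channel fluorescence of the gated AGP1 strain per well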
LAP4 TOR yeast: modulators of TOR pathway LAP4-GFP in S. cerevisiae | S. cerevisiae LAP4-GFP multiplex, flow cytometry GFP, 3 h; median GFP as percent of DMSO wells | GFP response vs DMSO, % at 10 µM | 320,000 tested, 0.34% active | AID 2023;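 active = GFP response vs DMSO above a set limit, about the screen mean plus 3 SD, cut at about 150% in these data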
RPL19A TOR yeast: alters RPL19A-GFP fluorescence in TOR pathway yeast screen. S. cerevisiae RPL19A-GFP strain, flow cytometry, 3 h; stronger effect = lower value. percent response vs DMSO, % at 10 µM. 330,000 tested, 0.3% active. AID 2025;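 active = percent response vs DMSO below 50%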;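 note: median channel GFP fluorescence of the barcoded RPL19A-GFP strain; ratio of sample median GFP to plate DMSO average so 100% = DMSO; lower means less RPL19A-GFP as with rapamycin TOR inhibition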
Numbers without * were called inactive; / = no result given. Not a hit list; 3.9% or so of the library scored in one or more.

Values in the order: CR mimetic SO, MEP2-GFP yeast, Efflux pump mplx, CIT2-GFP yeast, AHR act, AGP1-GFP MLPCN, LAP4 TOR yeast, RPL19A TOR yeast
(1) CCOc1ccc(OCc2ccc(C(=O)Nc3cccnc3)o2)cc1
→ 81, 105, -0.1, 91, 4, 99, 106, 91
(2) C=CCSc1nc2ccccc2c2nc(-c3ccccc3)nn12
→ 91, 96, -0.1, 98, 29, 97, 93, 94
(3) CCOc1ccccc1NC(=O)c1ccccc1-c1nc(-c2ccccc2OC)no1
→ 93, 104, 0.1, 106, 64*, 101, 108, 104
(4) O=C(Cn1c(-c2ccccc2)c[n+]2ccsc12)c1ccc(Br)cc1
→ 99, 97, 0.0, /, 8, 98, 98, 95
(5) Cc1cc(C)c2sc(N(CCCN(C)C)C(=O)c3ccc(S(=O)(=O)N(C)C4CCCCC4)cc3)nc2c1
→ 105, 96, 0.1, 89, 1, 101, 107, 98
(6) CN(c1ccccc1C(=O)Nc1ccc2c(c1)n(C)c(=O)n2C)S(C)(=O)=O
→ 106, 98, 0.0, 104, 0, 100, 89, 103
(7) COc1ccc(S(=O)(=O)N2CCCCC2)cc1NC(=O)CN1CCN(C(C)=O)CC1
→ 104, 98, 0.1, 106, 1, 97, 103, 99
(8) O=C1N=c2ccccc2=C1c1sc(=S)n(-c2ccc(O)cc2)c1O
→ 111, 95, -0.1, 86, 26, 96, 102, 94
(9) CCOc1ccc(NC(=O)CN2C(=O)CSc3ccc(S(=O)(=O)N4CCOCC4)cc32)cc1
→ 114, 98, -0.1, 97, 5, 105, 104, 94
(10) COc1cc(OC)c(C2C(C#N)=C(N)Oc3cc(C)n(CCCN4CCOCC4)c(=O)c32)cc1OC (stereo not drawn)
→ 93, 103, -0.1, 103, 2, 104, 100, 98
(11) CCOC(=O)Cc1csc(NC(=O)c2cccnc2)n1
→ 103, 103, 0.1, 104, 3, 99, 96, 98
(12) COC(=O)c1ccccc1S(=O)(=O)N1CCn2cccc2C1C (stereo not drawn)
→ 94, 95, 0.0, 99, 0, 100, 98, 102
(13) Cc1ccc(C)c(N(CC(=O)NC2CCCC2)C(=O)CNC(=O)c2cccs2)c1
→ 101, 107, 0.0, 109, 3, 100, 101, 101
(14) Cc1cc(NC(=O)CCC(=O)N(c2ccc(F)cc2)C(C(=O)NC2CCCC2)c2ccccc2)no1 (stereo not drawn)
→ 112, 103, -0.1, 98, -2, 102, 94, 103
(15) Cc1ccc2c(COC(=O)CNS(=O)(=O)c3ccccc3)cc(=O)oc2c1
→ 108, 98, 0.2, 91, 0, 94, 96, 97
(16) Clc1cccc(N=C2NN=C(c3ccc4c(c3)OCCO4)CS2)c1
→ 101, 112, 0.0, 95, -1, 106, 110, 105
(17) COc1ccc(OC)c(/C=N/NC(=O)CSc2nnc(C)n2-c2ccccc2)c1
→ 101, 98, 0.3, 90, 45, 90, 89, 100
(18) CCn1c(SCC(=O)N2CCN(C)CC2)nc2c1c(=O)n(C)c(=O)n2C
→ 103, 93, -0.1, 94, 1, 93, 80, 92
(19) CCNc1cc2n(c(=O)n1)CCc1cc(OC)c(OC)cc1-2
→ 93, 104, 0.0, 105, 0, 109, 106, 105
(20) O=C(Nc1nccs1)c1cc(-c2ccccc2)nn1-c1ccccc1
→ 95, 98, 0.1, 111, 23, 101, 89, 111
(21) CCC(=O)Nc1c2c(nn1-c1cccc(Cl)c1)CSC2
→ 95, 93, -0.2, 95, 2, 98, 96, 97
(22) COc1ccccc1C(=O)N1CCC(C(=O)c2ccc(F)cc2)CC1
→ 117, 104, 0.1, 109, 3, 105, 102, 98
(23) COc1ccc2cc(C(=O)NCc3ccccc3)c(=Nc3ccc(C(=O)O)cc3)oc2c1
→ 104, 114, 0.0, 99, 4, 98, 97, 98
(24) CCCCN(C)C(=O)c1nc2ccccn2c1CN1CCSCC1
→ 100, 104, 0.2, 95, 3, 102, 94, 105
(25) CCOC(=O)Cn1c(=O)oc2cc(S(=O)(=O)N3CCC(N4CCCCC4)CC3)ccc21
→ 101, 102, -0.1, 102, -3, 99, 99, 100
(26) COc1ccc(NS(=O)(=O)c2cc(C(=O)N3CCN(C(C)=O)CC3)ccc2Cl)cc1
→ 90, 102, -0.2, 93, 5, 98, 105, 94
(27) CSc1cc(-c2ccccc2)n(Cc2ccccc2Cl)c(=O)c1C#N
→ 105, 99, 0.2, 103, 0, 108, 98, 103
(28) O=Cc1ccccc1OCCCOc1cccc2cccnc12
→ 105, 98, -0.1, 103, 8, 106, 93, 105
(29) CCCS(=O)(=O)N1CCN(Cc2ccc3c(c2)c2ccccc2n3CC)CC1
→ 93, 106, -0.1, 102, 3, 97, 94, 104
(30) Cc1[nH]c(=O)[nH]c(=O)c1S(=O)(=O)N1CCCC(C(=O)N2CCC(Cc3ccccc3)CC2)C1 (stereo not drawn)
→ 103, 99, -0.1, 99, 4, 108, 117, 101
(31) COc1ccc(S(=O)(=O)N2CCN(c3ccc(C)cc3C)CC2)cc1OC
→ 96, 100, 0.1, 87, 2, 103, 105, 99
(32) CC1=C(Cl)C2=NS(=O)(=O)CCN2C=C1Cl
→ 95, 98, 0.0, 93, 0, 103, 98, 100
(33) COc1cccc(NC(=O)COc2nc3ccccc3nc2C)c1
→ 109, 98, 0.1, 98, 1, 104, 93, 103
(34) Cc1cccc2c1Sc1ccc(Cl)cc1CC2N1CCNCC1 (stereo not drawn)
→ 111, 90, -0.1, 110, 2, 101, 93, 96
(35) OC(COCC1COc2ccccc2O1)CN1CCN(c2ccccc2)CC1 (stereo not drawn)
→ 106, 103, 1.0*, 90, 13, 94, 95, 101
(36) CCNC(=O)NC(=O)C(C)OC(=O)CNS(=O)(=O)c1c(Cl)cc(Br)cc1Cl (stereo not drawn)
→ 101, 104, 0.5, 85, 3, 90, 93, 102
(37) COc1ccc(C2CC(=O)Oc3c(C(CCN4CCOCC4)c4cc(OC)c(OC)c(OC)c4)c(OC)cc(OC)c32)cc1 (stereo not drawn)
→ 96, 104, 0.0, 102, 3, 100, 98, 98
(38) Cn1nc(C(=O)Nc2nnc(C3CC3)s2)c2ccccc2c1=O
→ 106, 90, -0.1, 84, 45, 89, 102, 86
(39) CCOC(=O)C1(C)C=C(Nc2cccc(OC)c2)C(=O)N1c1ccccc1 (stereo not drawn)
→ 98, 103, -0.1, 102, 12, 110, 108, 95
(40) CCOC(=O)c1ccc(NC(=O)CSc2nc(NC(=O)c3ccccc3)c3c(C)c(C)oc3n2)cc1
→ 91, 92, 0.0, 98, 1, 98, 90, 94
(41) CC1(c2ccc(Cl)cc2)NC(=O)N(CC(=O)N2CCN(S(=O)(=O)c3ccccc3)CC2)C1=O (stereo not drawn)
→ 102, 111, 0.1, 106, 2, 109, 109, 104
(42) CC(C)SCCCOc1ccc(C(C)(C)C)cc1
→ 99, 104, -0.1, 109, -1, 101, 98, 102
(43) N#CCCN1CCN(C2=NC(=O)/C(=C\c3cccs3)S2)CC1
→ 127, 103, -0.1, 101, 1, 93, 97, 106
(44) COc1cccc(NC(=O)N2CCN(C(=O)C(Cc3ccc(OC)c(OC)c3)NC(C)=O)CC2)c1 (stereo not drawn)
→ 96, 105, 0.0, 105, 2, 104, 102, 103
(45) COc1c(Br)cc(Br)cc1/C=C1/C(=O)N=C(N)N1C
→ 114, 99, 0.7, 100, 2, 96, 99, 98

Copied from the list:
AGP1-GFP MLPCN with entry 13 reads 100
RPL19A TOR yeast with entry 16 reads 105

(listing goes on)
Values in the order: CR mimetic SO, MEP2-GFP yeast, Efflux pump mplx, CIT2-GFP yeast, AHR act, AGP1-GFP MLPCN, LAP4 TOR yeast, RPL19A TOR yeast
(46) CC1CSc2nnc(CCc3ccccc3)n21 (stereo not drawn)
→ 101, 111, 0.3, 99, 2, 99, 101, 98
(47) O=C(CNC(=O)c1cnccc1C(F)(F)F)c1cccc(Cl)c1
→ 89, 92, -0.1, 99, 2, 103, 103, 96
(48) COCCNC(C)C(=O)Nc1ccc(Br)cc1 (stereo not drawn)
→ 96, 107, 0.1, 111, 8, 112, 100, 102
(49) Cc1cccc(NC(=O)NNC(=O)c2ccccn2)c1
→ 107, 102, -0.1, 103, 2, 109, 110, 102
(50) COc1ccc(O)c(/C=N/N2CCOCC2)c1
→ 83, 94, 0.0, 105, 4, 103, 111, 98
(51) O=C(NCc1cccc(F)c1)c1cccc2c1C(=O)c1ccc(Cl)cc1S2(=O)=O
→ 100, 94, -0.4, 84, 0, 81, 81, 103
(52) C=CCn1c(=O)c(C#N)cc2c(=O)n3ccccc3nc21
→ 120, 103, 0.1, 92, 8, 82, 90, 99
(53) CCn1cnc2c(cnn2-c2ccccc2)c1=O
→ 99, 98, 0.1, 91, 4, 95, 102, 98
(54) COc1ccc2sc(-c3ccc(SC)cc3)c(C#CC(C)(C)O)c2c1
→ 91, 87, 0.4, 92, 41, 95, 93, 94
(55) O=c1c2ccccc2nc(SCc2cn3ccsc3n2)n1-c1ccc(F)cc1
→ 102, 97, -0.2, 90, -1, 98, 98, 100
(56) Cc1ccc(F)c(NC(=O)CCOc2ccccc2C)c1
→ 103, 97, -0.1, 90, -1, 84, 86, 94
(57) CCS(=O)(=O)C(=C1NCCO1)S(=O)(=O)CC
→ 89, 89, 0.0, 95, -1, 102, 92, 101
(58) CCc1cccc2c3c([nH]c12)C(CC)(CC(=O)O)OCC3 (stereo not drawn)
→ 111, 93, -0.1, 84, 5, 87, 100, 97
(59) CC(=O)N1CCOc2ccc(S(=O)(=O)N(C)c3ccc(C)cc3)cc21
→ 95, 110, 0.3, 101, 1, 104, 100, 105
(60) C[C@]12CCC(=O)CC1=CCC1C3CC=C(C#N)[C@@]3(C)CC[C@@]12O (stereo partly drawn)
→ 109, 111, 0.1, 96, 1, 95, 96, 103

Ordered by value in Efflux pump mplx (high to low): 3 of the compounds above.
no.	Compound	Efflux pump mplx
46	CC1CSc2nnc(CCc3ccccc3)n21 (stereo not drawn)	0.3
60	C[C@]12CCC(=O)CC1=CCC1C3CC=C(C#N)[C@@]3(C)CC[C@@]12O (stereo partly drawn)	0.1
38	Cn1nc(C(=O)Nc2nnc(C3CC3)s2)c2ccccc2c1=O	-0.1

(continued)
Values in the order: CR mimetic SO, MEP2-GFP yeast, Efflux pump mplx, CIT2-GFP yeast, AHR act, AGP1-GFP MLPCN, LAP4 TOR yeast, RPL19A TOR yeast
(61) Oc1cc(O)cc(-c2cc3ccc(O)cc3o2)c1
→ 93, 98, 0.0, 92, 0, 98, 100, 91
(62) CCCCNC(=O)CCNS(=O)(=O)c1ccc(C)cc1
→ 106, 98, 0.0, 102, -1, 100, 91, 95
(63) Cc1c(NC(=O)c2cc(-c3ccccc3)nc3ccccc23)c(=O)n(-c2ccccc2)n1C
→ 110, 99, 0.3, 95, 2, 94, 94, 104
(64) C/C(=N\N1CCN(C)CC1)c1ccc(OC(F)F)cc1
→ 108, 106, -0.1, 91, 7, 84, 87, 107
(65) CC1CCCC(NS(=O)(=O)c2cccc3nsnc23)C1C (stereo not drawn)
→ 106, 97, 0.0, 101, 0, 101, 103, 98
(66) CC1CCCCN1C(=O)CSc1nc2ccsc2c(=O)n1Cc1ccccn1 (stereo not drawn)
→ 84, 91, -0.2, 110, 3, 107, 107, 102
(67) O=C(O)C1CCCCN1C(=O)c1ccc(S(=O)(=O)N2CCCCCC2)cc1 (stereo not drawn)
→ 103, 93, 0.4, 88, -1, 95, 90, 92

Source: PubChem (several laboratories)
